Bioassay records (PubChem BioAssay)
PRMT1 FP inh – inhibitors of human PRMT1. Q99873. recombinant PRMT1, activity-based probe fluorescence polarization. inhibition, % at 2.79 µM. 370,000 compounds, 1.3% hits. AID 652257;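 active = inhibition above about 21% made by adding two undisclosed values, limit read from the data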
Target sequence (Q99873 whole entry, looked up): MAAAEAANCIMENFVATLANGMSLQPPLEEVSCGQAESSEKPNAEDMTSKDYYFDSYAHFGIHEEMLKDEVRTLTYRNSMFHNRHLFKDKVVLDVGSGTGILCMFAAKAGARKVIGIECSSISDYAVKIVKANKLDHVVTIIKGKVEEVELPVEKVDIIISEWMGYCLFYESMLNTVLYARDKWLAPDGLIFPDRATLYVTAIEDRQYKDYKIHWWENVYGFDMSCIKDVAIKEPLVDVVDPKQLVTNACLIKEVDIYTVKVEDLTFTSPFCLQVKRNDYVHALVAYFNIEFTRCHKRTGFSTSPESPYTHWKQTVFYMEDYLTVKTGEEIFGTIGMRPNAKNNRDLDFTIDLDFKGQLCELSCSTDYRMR
HTRA1 inh – inhibitors of human serine peptidase HTRA1. AID 504803. inhibition, % at 5.96 µM. Q92743. recombinant HTRA1, FP-rhodamine activity-based probe, fluorescence polarization. 340,000 compounds, 0.5% hits; in the data active = inhibition above about 36%;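 also: 0% = enzyme with DMSO and 100% = wells lacking enzyme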
TCR CD3 inh – inhibitors of human TCR-CD3 interaction | inhibition, % at 9.4 µM | AID 651800 | 360,000 compounds, 0.37% hits | TAMRA-labeled TCR probe fluorescence, biochemical; in the data active = inhibition above about 19%;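 also: recombinant mutant TCR 2C K166C tagged with TAMRA read by polarization; 0% = receptor in buffer alone and 100% = receptor with positive control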
GC-B act – GC-B (human) receptor activation; P20594; HEK293-GC-B cells, CNP EC30, cGMP TR-FRET; 0% at EC30 CNP, 100% saturating CNP; activation, % at 10 µM; 370,000 compounds, 0.11% hits;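 active = activation at 10 µM reaching about 35% in either raw or pattern-adjusted values, limit read from the data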
MBD2 inh – MBD2-methylated oligo binding inhibition. Q9UBB5. TR-FRET, MBD2 binding to methylated oligonucleotide. inhibition, % at 4.4 µM. 370,000 compounds, 0.31% hits. AID 686964; in the data active = inhibition above about 13%
UHRF1 MBD2 ctr – blocks human UHRF1 binding to methylated DNA. Q96T88. UHRF1 binding to methylated oligo, TR-FRET. inhibition, % at 4.4 µM. 370,000 compounds, 0.75% hits; in the data active = inhibition above about 21%;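 also: UHRF1 SRA domain binding a hemimethylated CpG hairpin DNA probe; 0% = median of test compound wells and 100% = reference inhibitor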
GC-A act – GC-A (human) enzyme activation | HEK293 GC-A cells, cGMP TR-FRET, EC30 ANP; 0% at EC30 ANP, 100% saturating ANP | activation, % at 10 µM | 370,000 compounds, 0.14% hits | AID 1671463; in the data active = activation above about 40%
ABHD4 inh – ABHD4 (mouse) inhibition, primary FP screen | Q8VD66 | purified mABHD4, FP-Rh probe fluorescence polarization | inhibition, % at 8.92 µM | 370,000 compounds, 0.54% hits;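 active = inhibition exceeding the mean over every tested compound plus 3 SD, cut at about 30% in these data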;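 also: 0% = plate median of compound wells and 100% = S159A mutant with DMSO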
Target sequence (Q8VD66 whole entry, looked up): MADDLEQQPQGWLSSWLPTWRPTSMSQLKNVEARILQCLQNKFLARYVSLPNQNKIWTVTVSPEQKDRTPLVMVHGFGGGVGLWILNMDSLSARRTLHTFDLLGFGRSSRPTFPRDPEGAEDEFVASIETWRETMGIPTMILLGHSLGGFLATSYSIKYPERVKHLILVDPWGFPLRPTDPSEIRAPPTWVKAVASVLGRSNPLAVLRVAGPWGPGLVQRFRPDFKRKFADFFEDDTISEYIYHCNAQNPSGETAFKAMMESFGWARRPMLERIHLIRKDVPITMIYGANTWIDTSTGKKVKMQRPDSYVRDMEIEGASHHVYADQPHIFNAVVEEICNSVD
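Assay system: Wild-type mouse ABHD4 protein | Medium: HEPES pH 7.0 buffer, 150 mM NaCl, 0.01% Pluronic F-127 | Incubation: Enzyme–compound pre-incubation 45 min, then probe 60 min, both 25 °C | Technique: Fluorescence polarization with parallel and perpendicular emission, 525/598 nm | Evaluation: % inhibition of FP-Rh probe binding versus controls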
SIAE inh – inhibitors of human sialic acid acetylesterase SIAE. Q9HAT2. 370,000 compounds, 0.69% hits. inhibition, % at 9.66 µM. SIAE FP-Rh probe binding, fluorescence polarization;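 active = inhibition above a cutoff: mean of compounds within the control limits plus 3 SD of those, cut at about 17% in these data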;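 also: 0% = plate median of compound wells and 100% = probe without SIAE protein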
rCAG RNA binder – r(CAG) repeat RNA binding; TO-PRO-1 dye displacement fluorescence; inhibition, % at 3 µM; 370,000 compounds, 1.3% hits; AID 651821;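 active = inhibition above the plate cutoff, the mean of all test compounds on that plate plus 3 SD, cut at about 35% in these data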;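 also: 0% = DMSO alone and 100% = 100 µM mitoxantrone as full dye displacement; higher means more dye released from RNA so lower well fluorescence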
Numbers without * were called inactive; nt = no result given; & = joins results of further samples.

The first 6 compounds (preview)
[1] CC1CCN(C(=O)CSc2nc3cccnc3n2C)CC1
[2] CCOc1cc(/C=C(\C#N)C(=O)NCC2CCCO2)ccc1OCC(N)=O (stereo not given)
[3] Cc1cc(C)cc(C(=O)N[C@@H](C)C(=O)N2CCC3(CC2)NCCc2[nH]cnc23)c1
[4] O=C(c1ccc(-c2cccc(Cl)c2Cl)o1)N1CCOCC1
[5] O=C1NC[C@@H](CCCCN2C[C@H](Cc3ccc(O)cc3)N(CCC3CCCCC3)C(=O)C2=O)N(CC2CCCCC2)C1=O
[6] COc1ccc2c(c1)CCCC21NC(=O)N(CC(=O)NC(=O)NCc2ccccc2)C1=O (stereo not given)
assay / entry,1,2,3,4,5,6
PRMT1 FP inh,1,-1,-2,2,13,-2
HTRA1 inh,6,11,-1,-9,nt,-7
TCR CD3 inh,6,-2,6,-5,0,2
GC-B act,-2,1,1,-4,9,3
MBD2 inh,2,0,-2,-3,0,-2
UHRF1 MBD2 ctr,-2,2,-1,2,7,1
GC-A act,0,1,-1,-4,0,-1
ABHD4 inh,-3,4,3,1,5,-4
SIAE inh,1,4,4,0,7,4
rCAG RNA binder,-2,-3,-5,-4,8,-3

The listing, previewed entries included:
[1] CC1CCN(C(=O)CSc2nc3cccnc3n2C)CC1
[2] CCOc1cc(/C=C(\C#N)C(=O)NCC2CCCO2)ccc1OCC(N)=O (stereo not given)
[3] Cc1cc(C)cc(C(=O)N[C@@H](C)C(=O)N2CCC3(CC2)NCCc2[nH]cnc23)c1
[4] O=C(c1ccc(-c2cccc(Cl)c2Cl)o1)N1CCOCC1
[5] O=C1NC[C@@H](CCCCN2C[C@H](Cc3ccc(O)cc3)N(CCC3CCCCC3)C(=O)C2=O)N(CC2CCCCC2)C1=O
[6] COc1ccc2c(c1)CCCC21NC(=O)N(CC(=O)NC(=O)NCc2ccccc2)C1=O (stereo not given)
assay / entry,1,2,3,4,5,6
PRMT1 FP inh,1,-1,-2,2,13,-2
HTRA1 inh,6,11,-1,-9,nt,-7
TCR CD3 inh,6,-2,6,-5,0,2
GC-B act,-2,1,1,-4,9,3
MBD2 inh,2,0,-2,-3,0,-2
UHRF1 MBD2 ctr,-2,2,-1,2,7,1
GC-A act,0,1,-1,-4,0,-1
ABHD4 inh,-3,4,3,1,5,-4
SIAE inh,1,4,4,0,7,4
rCAG RNA binder,-2,-3,-5,-4,8,-3

[7] C[C@H](O)[C@@H]1CN2CCc3ccc(-c4ccc5c(c4)OCO5)cc3[C@@H]2C[C@@H]1N(C)C(=O)c1ccco1
[8] CSc1ncccc1C(=O)Nc1ccc2c(c1)OCCO2
[9] Cc1c(C(=O)NCCCN2CCOCC2)oc2ccc(S(=O)(=O)N3CCOCC3)cc12
[10] CCOc1ccc(C(=O)CN2CCN(S(=O)(=O)c3ccc(OC)cc3)CC2)cc1
[11] C=CCSc1nnc2c(n1)OC=Nc1ccc(Br)cc1-2
[12] Cc1nonc1CN(C)C(=O)CC1C(=O)NCCN1Cc1ccc(F)c(F)c1 (stereo not given)
assay / entry,7,8,9,10,11,12
PRMT1 FP inh,-4,3,-1,1,0,-2
HTRA1 inh,nt,4,3,0,3,5
TCR CD3 inh,-1,4,4,-3,4,1
GC-B act,8,0,1,4,-5,3
MBD2 inh,-2,3,3,4,-9,-2
UHRF1 MBD2 ctr,-3,1,-1,8,-9,-1
GC-A act,1,1,1,1,1,-3
ABHD4 inh,-6,-1,0,2,-3,-2
SIAE inh,5,2,0,6,3,-1
rCAG RNA binder,3,-1,-2,-3,5,-2

[13] O=C(CCCCn1c(=O)[nH]c2ccsc2c1=O)NCc1cccnc1
[14] CC(=O)Nc1ccc(NC(=O)c2ccc3c(c2)CCN3S(C)(=O)=O)cc1
[15] CCOC(=O)c1cc([N+](=O)[O-])sc1NC(=O)CC
[16] Cc1cccc(N(C)S(=O)(=O)c2ccc3[nH]c(=O)c(=O)[nH]c3c2)c1
[17] O=C(CN1CCc2onc(-c3ccc(-n4cc(-c5ccccc5)nn4)cc3)c2C1=O)N1CCOCC1
[18] CCc1nc(N)nc(N)c1-c1ccc(Cl)c(N=[N+]=[N-])c1
assay / entry,13,14,15,16,17,18
PRMT1 FP inh,-3,1,0,-1,15,-1&-1
HTRA1 inh,3,1,5,1,nt,-4&-3
TCR CD3 inh,-7,4,4,2,nt,7&-2
GC-B act,2,3,-4,11,-5,2&8
MBD2 inh,-6,1,0,3,3,0&-3
UHRF1 MBD2 ctr,0,0,-1,-1,0,3&1
GC-A act,3,2,3,7,3,1&4
ABHD4 inh,-4,-3,2,2,5,1&0
SIAE inh,20*,-1,4,-3,4,2&-3
rCAG RNA binder,-2,-3,-2,3,9,1&1

[19] Cc1c(NC(=O)CN2CCCc3ccccc32)c(=O)n(-c2ccccc2)n1C
[20] CCc1nnc(NC(=O)CCC(=O)NC2CCCc3ccccc32)s1 (stereo not given)
[21] CCc1cc2c(=O)n(C(C)C(=O)OC3CCCCC3)cnc2s1 (stereo not given)
[22] CCN=C(NCC)SC1CC(=O)N(CCc2ccccc2)C1=O (stereo not given)
[23] Cc1ccc(S(=O)(=O)Nc2c(C)nn(C)c2C)c(C)c1
[24] Cc1cnc(C(=O)OCC(=O)N2CCN(C(=O)c3ccco3)CC2)cn1
assay / entry,19,20,21,22,23,24
PRMT1 FP inh,-3,-1,-2,35*,1,-1
HTRA1 inh,-5,3,-30,nt,-2,11
TCR CD3 inh,7,-2,-9,6,11,-5
GC-B act,-3,-1,-3,4,-1,4
MBD2 inh,-2,-3,1,-3,1,3
UHRF1 MBD2 ctr,0,2,1,3,-2,9
GC-A act,-3,2,-5,-1,3,2
ABHD4 inh,-7,1,-1,-4,-3,0
SIAE inh,-2,-1,-2,-13,3,-3
rCAG RNA binder,1,-1,-10,-5,0,5

[25] COc1cc(OC)cc(C(=O)NCCSc2c[nH]c3ccccc23)c1
[26] OCCN(/C=N/c1nc(-c2ccc(Br)cc2)cs1)CCO
[27] COc1ccc2nc(SCC(=O)N3CCN(c4ccc(F)cc4)CC3)c(C#N)cc2c1
[28] COc1ccc(S(=O)(=O)N2CCCCC2)cc1NC(=O)Cn1cnc2c1c(=O)n(C)c(=O)n2C
[29] CCOC(=O)c1sc(C)c2c(=O)n(CCCN3CCOCC3)cnc12
[30] CCOCCOc1nc(C)cc(C)c1S(=O)(=O)c1ccccc1C
assay / entry,25,26,27,28,29,30
PRMT1 FP inh,1,2,8,1,2,-1
HTRA1 inh,-24,7,-6,-8,-3,-5
TCR CD3 inh,-5,3,-4,0,2,6
GC-B act,-4,2,0,0,2,0
MBD2 inh,4,2,1,-5,2,6
UHRF1 MBD2 ctr,-2,-5,-4,-2,-3,2
GC-A act,-8,3,-1,-1,-2,-4
ABHD4 inh,-7,-3,19,1,0,6
SIAE inh,-3,-2,-4,2,-4,-4
rCAG RNA binder,7,-1,9,3,-7,-2

[31] Cc1cccc(OCC(=O)NNC(=O)c2ccc([N+](=O)[O-])cc2)c1
[32] CC1(C(=O)NCCCN2CCOCC2)Oc2cccnc2NC1=O (stereo not given)
[33] Cc1c(CCO)c(=O)n(-c2ccccc2)n1S(=O)(=O)c1ccc(Cl)cc1
[34] COc1cccc(-n2c(=O)c3c(C)c(C(=O)N(C)C)sc3n(CC(=O)NCCc3ccc(OC)c(OC)c3)c2=O)c1
[35] COc1ccc(Cn2cc(CN3[C@@H](Cc4ccccc4)COc4cc(Br)ccc4S3(=O)=O)nn2)cc1
[36] COc1ccccc1NS(=O)(=O)c1cccc(C(=O)NCc2ccncc2)c1
assay / entry,31,32,33,34,35,36
PRMT1 FP inh,-1,-4,0,-1,2,-2
HTRA1 inh,-2,-1,-5,4,nt,-1
TCR CD3 inh,-2,-10,-4,-2,nt,0
GC-B act,2,1,-2,5,5,-1
MBD2 inh,2,4,-2,5,4,1
UHRF1 MBD2 ctr,-2,3,4,1,-1,0
GC-A act,2,2,-7,-6,3,-2
ABHD4 inh,1,-3,-1,2,2,8
SIAE inh,7,0,-2,3,-5,-4
rCAG RNA binder,-1,0,3,-3,7,3

[37] COc1ccc(C(=O)NCCCCNC(=O)c2ccc(OC)c(OC)c2)cc1OC
[38] CC(=O)N1CCc2cc(S(=O)(=O)NCc3ccc(C)cc3)ccc21
[39] CCn1c(=O)c(=O)[nH]c2c(=O)oc3ccc(S(=O)(=O)Nc4ccc(OC)cc4)cc3c21
[40] CCSc1nc2c(c(=O)[nH]c(=O)n2C)n1Cc1ccc(Cl)cc1
[41] COc1ccc(/C=C2/SC(=O)N(CCC(=O)Nc3ccc(S(=O)(=O)Nc4nccs4)cc3)C2=O)cc1
[42] O=C(c1cc(-c2ccccc2Cl)on1)N1CCCC1
assay / entry,37,38,39,40,41,42
PRMT1 FP inh,2,0,1,-2,4,2
HTRA1 inh,5,-4,3,7,-38,-2
TCR CD3 inh,8,0,3,5,4,-2
GC-B act,3,-2,-5,9,-2,-9
MBD2 inh,2,1,-6,0,-1,2
UHRF1 MBD2 ctr,-1,-3,1,2,2,0
GC-A act,3,2,-4,7,-8,-3
ABHD4 inh,-2,0,4,1,-81,-1
SIAE inh,0,5,8,-8,-100,7
rCAG RNA binder,-5,0,5,-4,84*,-3

[43] CCOc1ccc(S(=O)(=O)Nc2nc3ccc(OC)cc3s2)cc1
[44] CCCNC(=O)COc1ccccc1[N+](=O)[O-]
[45] Cc1ccc(NS(=O)(=O)c2ccc(C(C)(C)C)cc2)cn1
[46] CCCOc1ccc(C(=O)CCC(=O)OCC(=O)N(C)c2c(N)n(Cc3ccccc3)c(=O)[nH]c2=O)cc1
[47] CCCN1C(=O)/C(=C/c2ccc(OCC(=O)OCC)cc2)NC1=S
[48] O=C(COc1ccc([N+](=O)[O-])cc1Cl)NCCc1ccccc1
assay / entry,43,44,45,46,47,48
PRMT1 FP inh,-1,0,3,-2,2,1
HTRA1 inh,-1,-4,-2,-6,-1,0
TCR CD3 inh,0,-15,-9,5,-3,4
GC-B act,-4,2,2,3,29,-2
MBD2 inh,-6,7,2,2,0,-1
UHRF1 MBD2 ctr,3,3,3,-1,0,7
GC-A act,1,-3,4,2,26,-1
ABHD4 inh,-5,-9,-3,8,-1,1
SIAE inh,-4,0,-4,-1,7,1
rCAG RNA binder,23,-2,-3,-2,-3,2

[49] CCOc1ccc(OCC(=O)Nc2ccc(S(N)(=O)=O)cc2)cc1
[50] CC(C)c1nc(CNC(=O)CC2C(=O)NCCN2Cc2ccccc2)cs1 (stereo not given)
[51] C=C(C)C1CC=C(C)/C(=N/NC(=O)C2CC2c2ccccc2)C1 (stereo not given)
[52] N#C/C(=C\c1ccccc1C(=O)O)c1nc2ccccc2[nH]1
[53] COc1ccc(-c2coc3cc(O[C@@H]4O[C@H](CO)[C@@H](O)[C@H](O)[C@H]4O)ccc3c2=O)cc1
[54] COC(=O)N1[C@H](C)C=C[C@]1(Cc1ccccc1)C(=O)OC
assay / entry,49,50,51,52,53,54
PRMT1 FP inh,1,0,-2,1,-2,1
HTRA1 inh,-4,1,-1,0,-5,-5
TCR CD3 inh,7,4,9,3,4,1
GC-B act,0,0,-2,-1,2,1
MBD2 inh,0,3,-1,0,2,-5
UHRF1 MBD2 ctr,-2,-2,-1,-3,2,0
GC-A act,-3,1,1,3,5,-2
ABHD4 inh,-2,2,6,11,2,-1
SIAE inh,1,1,-10,0,5,-2
rCAG RNA binder,2,5,1,5,3,10

An excerpt, so the mix of outcomes need not match the whole.
